# Screening data from PubChem.
# TDP1 inh: TDP1 (human) enzyme inhibition; Q9NUW8; 0.28% of 350,000 active; Potency, µM (titrated, usually from 130 µM), for inactives: at the highest dose activity change, negative = inhibition, usual class: inhibitors; recombinant TDP1, AlphaScreen DNA substrate cleavage; further: nearly all actives have a fitted effect of over 40% in size
# Target sequence (Q9NUW8 whole entry, looked up): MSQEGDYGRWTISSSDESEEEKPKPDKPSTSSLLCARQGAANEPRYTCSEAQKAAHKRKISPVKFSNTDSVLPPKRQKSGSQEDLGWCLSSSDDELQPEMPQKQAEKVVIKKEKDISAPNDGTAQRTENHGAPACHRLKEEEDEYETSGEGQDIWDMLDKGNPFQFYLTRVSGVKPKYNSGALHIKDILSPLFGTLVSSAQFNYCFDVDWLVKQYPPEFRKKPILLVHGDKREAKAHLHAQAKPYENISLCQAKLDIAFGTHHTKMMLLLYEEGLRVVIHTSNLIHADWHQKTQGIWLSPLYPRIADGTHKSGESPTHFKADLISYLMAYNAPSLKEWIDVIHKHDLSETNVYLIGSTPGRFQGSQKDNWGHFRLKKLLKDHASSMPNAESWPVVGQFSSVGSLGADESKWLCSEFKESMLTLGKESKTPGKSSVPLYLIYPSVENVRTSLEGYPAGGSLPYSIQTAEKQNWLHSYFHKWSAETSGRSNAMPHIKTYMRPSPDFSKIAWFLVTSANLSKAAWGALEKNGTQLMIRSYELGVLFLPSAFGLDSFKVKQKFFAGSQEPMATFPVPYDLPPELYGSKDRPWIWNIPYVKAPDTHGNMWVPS
#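 Enzyme-compound mixtures sat 15 min at room temperature, followed by a 5 min reaction with 15 nM final substrate and 10 min with AlphaScreen beads. Recombinant human Tdp1 was used at 1 nM final.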
# GCN5L2 inh: inhibitors of human GCN5L2 histone acetyltransferase; Q92830; GCN5L2 HAT assay, ThioGlo1 CoA-SH fluorescence; Potency, µM (top dose mostly 58.9 µM), for inactives: at the top dose activity change, negative = inhibition, most hits filed as inhibitors; 0.21% of 390,000 active; AID 504327
#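 Fluorescence readout, Ex340nm/Em540nm: ThioGlo1 (50uM final) reacts with free CoA thiol released as 20nM GCN5L2 acetylates H3(1-25) peptide (75uM) using acetyl-CoA (70uM). Compound and enzyme sat 15 min beforehand; 20 min room-temperature reaction.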
# TDP1 cell noCPT: qHTS for Inhibitors of human tyrosyl-DNA phosphodiesterase 1 (TDP1): qHTS in cells in absence of CPT. DT40 Tdp1-/- hTDP1 cells, no CPT, ATP luminescence, 48 h. Potency, µM (titrated, usually from 46.2 µM), without a hit: top-dose activity change, negative = growth inhibition, actives largely listed as inhibitors. 15% of 420,000 active. AID 686978, 2013; further: nearly all actives have a fitted effect of over 55% in size
#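 DT40 Tdp1-/-;hTDP1 cells, no CPT (DMSO vehicle only), 400 cells/well; compounds pin-transferred; ≥48 hr, 37 °C; CellTiter-Glo 30 min RT dark, luminescence read.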
# Starred values were filed as active, the others as inactive; ? = inconclusive; . = not tested or not shown; & = joins results of further samples; [ ] = remark or other dose. The call rests on the fitted dose curve; in most records, active means well fitted curve in the direction sought with a large enough effect; inconclusive means small, poorly fitted or top-dose-only effect, or another doubt; inactive means no such curve, though single readings can be large; an effect the other way counts as inactive or inconclusive. On the % scale 0 is the no-effect control and ±100 the full control effect; potency means the concentration at half of the fitted maximal effect. Only part of the results is shown, so the mix of outcomes need not match the whole.
molecule,GCN5L2 inh,TDP1 cell noCPT,TDP1 inh
CCc1cccc2c(C(=O)COC(=O)c3nn(C)c(=O)c4ccccc34)c[nH]c12,-10%,?,7%
CN(C)/C(=N\S(=O)(=O)c1ccccc1)c1ccc(F)cc1,-23%,9%,4%
Nc1nc(SCC(=O)NCc2ccccc2)[nH]c(=O)c1NC(=O)c1ccccc1F,-3%,?,3%
CCOC(=O)C(C(=O)Nc1ccccc1)C1CCCCC1 (stereo unspecified),1%,-4%,2%
COc1ccccc1NC(=O)c1c(C)cc(C)nc1SCC(=O)c1ccc(Cl)cc1,-2%,-25%,-4%
COCCCCC(=NOCCN)c1ccc(C(F)(F)F)cc1,-1%[21.4 µM],24µM*,9%&-4%[56.1 µM]
Cc1c(Cl)cccc1N(CC(=O)O)S(C)(=O)=O,-15%,0%,9%
Cc1ccc(C#CC[N+]2(CC#Cc3ccc(C)cc3)CCCCC2)cc1,0%,0.029µM*,3%
Cc1cc(Cl)ccc1NC(=O)CSc1n[nH]c(N)n1,0%,-3%,1%
COc1ccc(Cc2nnc(SCC(=O)Nc3cc(Cl)ccc3OC)[nH]c2=O)cc1,-2%,?,-2%
O=C(OCCOc1ccccc1F)c1cccc(S(=O)(=O)N2CCOCC2)c1,-5%,-8%,-1%
COC(=O)c1cccc(Nc2c(-c3ccc(SC)cc3)nc3nc[nH]n23)c1,-10%,-16%,9%
Cc1ccc(S(=O)(=O)N2CCC(C)CC2)cc1C(=O)NCc1ccccn1,-3%,?,-9%
CN(CC(=O)Nc1ccccc1Cl)C(=O)CSC(=S)N1CCCC1,-13%,11%,.
CCOc1ccc(C(=O)Nc2ccc3nc(N(CC)CC)cc(C)c3c2)cc1,-1%,?,0%
COc1ccc(N2CCN(S(=O)(=O)c3cc(Br)cnc3N)CC2)cc1,0%,-2%,1%
CCCCNC(=O)COC(=O)CCC(=O)c1cccs1,-1%,-8%,-1%
O=C(Nc1c(C(=O)N2CCOCC2)oc2ccccc12)c1cccc([N+](=O)[O-])c1,?,-14%,5%
Cc1ccc2cccc(OCc3nnc(SCC(=O)O)n3C)c2n1,-12%,-2%,-1%
CCOc1ccc(C(=O)NCCO)cc1,-7%,11%,-4%
N#Cc1cccnc1N1CCN(C(=O)c2ccco2)CC1,-12%,-15%,.
CCCCN1C(=O)C(=O)N(CC(=O)Nc2sc(C)c(CC)c2C(=O)OCC)C1=O,0%,-10%,1%
CSc1nnc(CNC(=O)c2ccccc2)n1-c1cccc(C)c1,-1%,-18%,-3%
CC(=O)Nc1ccc(S(=O)(=O)NCCc2csc(-c3cccnc3)n2)cc1,-32%,2%,1%
COCCCn1c(SCC(=O)Nc2ccc(C)cc2)nc2ccccc2c1=O,-6%,?,3%
CCn1c(C2CCN(S(=O)(=O)c3ccc(OC)cc3)CC2)n[nH]c1=S,-9%,?,1%
COc1ccccc1OCC(=O)Nc1ccc(NC(=O)COc2ccccc2OC)cc1,?,-8%,-1%
O=C(NNC(=O)c1cc(S(=O)(=O)N2CCCCC2)ccc1Cl)c1ccccc1O,-2%,21µM*,1%
Cc1c(C(=O)OCC(=O)N2C(C)CCCC2C)oc2ccccc12 (stereo unspecified),-3%,-28%,3%
COc1ccccc1Nc1nc(N)nc(CN2CCN(c3ccccc3F)CC2)n1,-1%,-17%,10%
O=S(=O)(Nc1ncccn1)c1cc(Cl)ccc1Cl,-1%,9%,.
CN(C)CCCN(C(=O)COc1ccc(Cl)cc1)c1nc2cc3c(cc2s1)OCO3,-3%,13µM*,7%
COc1ccccc1NC(=O)CSc1nc2ccccc2c(=O)n1CCNC(C)=O,-3%,-23%,5%
COCCNC(=O)CSc1ccc(C)cc1,-1%,15%,-2%
Nc1ccc(Br)c2c1C(=O)c1ccccc1C2=O,?,?,10%
CCOc1ncccc1C(=O)OCC(=O)NCc1ccc(C(=O)OC)cc1,-5%,-7%,-1%
O=C(O)CN(CCc1ccccc1)S(=O)(=O)c1ccccc1,-4%,13%,.
O=C1N/C(=C/c2cccs2)C(=O)N1Cc1ccccc1F,-8%,?,5%
Fc1ccccc1OCC1CCCN(Cc2nc(CC3CC3)no2)C1 (stereo unspecified),3%,-17%,6%
N#CC1=C(N)S[C@@H](C(=O)c2ccc(F)cc2)[C@@H]1c1cccs1,-8%,?,5%

# Part of the list above in order of formula weight, highest first.
molecule,GCN5L2 inh,TDP1 cell noCPT,TDP1 inh
CC(=O)Nc1ccc(S(=O)(=O)NCCc2csc(-c3cccnc3)n2)cc1,-32%,2%,1%
Fc1ccccc1OCC1CCCN(Cc2nc(CC3CC3)no2)C1 (stereo unspecified),3%,-17%,6%
O=C(O)CN(CCc1ccccc1)S(=O)(=O)c1ccccc1,-4%,13%,.

# Reformatted with values under each structure: 3 of the compounds above
# Results follow in this order: GCN5L2 inh | TDP1 cell noCPT | TDP1 inh
- CCCCN1C(=O)C(=O)N(CC(=O)Nc2sc(C)c(CC)c2C(=O)OCC)C1=O
  0% | -10% | 1%
- O=C1N/C(=C/c2cccs2)C(=O)N1Cc1ccccc1F
  -8% | ? | 5%
- CN(C)CCCN(C(=O)COc1ccc(Cl)cc1)c1nc2cc3c(cc2s1)OCO3
  -3% | 13µM* | 7%

# (further entries)
molecule,GCN5L2 inh,TDP1 cell noCPT,TDP1 inh
CC1CCN(c2nc3ccc(C(=O)NCc4ccccc4Cl)cc3s2)CC1,-6%,21µM*,8%
CCOc1ccc(N2C(=O)CC(Cc3ccccc3OC)C2=O)cc1 (stereo unspecified),-2%,8%,.
CCOc1ccc2nc(-c3ccccc3)nc(SCC(=O)OC)c2c1,-4%,-10%,.
COc1ccc(-c2c(C)nn(-c3ccccc3)c2N)cc1,?,-18%,2%
Cc1nc(NC(=O)C2CC2)sc1C(=O)Nc1ccccc1,-4%,-29%,4%
Cc1ccc(/C=C/C(=O)NCc2ccccn2)o1,-24%,-12%,14µM*
CC(C)C(c1nnnn1C(C)(C)C)N1CCN(Cc2cccnc2)CC1 (stereo unspecified),-3%,8%,0%
CCN(CC)S(=O)(=O)c1ccc(N2CCOCC2)c(NC(=O)c2ccc3ccccc3c2)c1,-10%,21µM*,2%
COc1ccc(N2CCN(CCCNC(=O)c3cc(Nc4ccccc4OC)nc4ccccc34)CC2)cc1,-7%,?,9%
O=C(NCCS(=O)(=O)N1CCN(c2ccccc2)CC1)c1ccc(Br)o1,-12%,-19%,-5%
COc1ccc(-c2ncnc(C(F)(F)F)c2-c2csc(C)n2)c(O)c1,-3%,7%,2%
O=[N+]([O-])c1ccccc1S(=O)(=O)N1CCN(Cc2ccsc2)CC1,-2%,-13%,-12%
Cc1cc(C)nc(NS(=O)(=O)c2ccc(N/C=C3\CCCC3=O)cc2)n1,-11%,-18%,-2%
O=C(CCN1CCN(CCO)CC1)Nc1ccccc1,-3%,6%,.
Cc1cc(OCC(=O)NCCc2ccc(Cl)cc2)c2c(C)cc(=O)oc2c1,-5%,9%,0%
Cc1ccc(NC(=O)CCc2c(C)nc3nc(C)nn3c2C)c(Cl)c1,-2%,-17%,0%
CC(C)N(C)C(=O)C(=O)c1cccn1-c1cccc(Cl)c1C#N,1%,-18%,0%
O=S(=O)(c1ccc2ncsc2c1)N1CCN(c2nc(-c3cccs3)nc3ccccc23)CC1,.,?,1%
CCOc1cnc(-c2c(-c3c(Cl)cccc3Cl)noc2C)o1,-15%,?,5%
CCOc1ccc(CCNC(=O)C(O)c2ccccc2)cc1 (stereo unspecified),5%,-28%,4%

# Reprinted at random: 3 records from the list
molecule,GCN5L2 inh,TDP1 cell noCPT,TDP1 inh
Cc1ccc(/C=C/C(=O)NCc2ccccn2)o1,-24%,-12%,14µM*
COc1ccc(N2CCN(S(=O)(=O)c3cc(Br)cnc3N)CC2)cc1,0%,-2%,1%
Cc1ccc2cccc(OCc3nnc(SCC(=O)O)n3C)c2n1,-12%,-2%,-1%

# Look-ups from the entries so far:
# `Cc1nc(NC(=O)C2CC2)sc1C(=O)Nc1ccccc1` in GCN5L2 inh: -4%
# `CC1CCN(c2nc3ccc(C(=O)NCc4ccccc4Cl)cc3s2)CC1` in TDP1 inh: 8%
# `CCN(CC)S(=O)(=O)c1ccc(N2CCOCC2)c(NC(=O)c2ccc3ccccc3c2)c1` in TDP1 inh: 2%
# `CC(C)C(c1nnnn1C(C)(C)C)N1CCN(Cc2cccnc2)CC1` (stereo unspecified) in TDP1 inh: 0%

# Later entries.
molecule,GCN5L2 inh,TDP1 cell noCPT,TDP1 inh
Cc1ccc2nc(Cl)c3cc(C(=O)NCCCN(C)Cc4ccccc4)sc3c2c1,-3%,10µM*,1%
Cc1cc(OC(C)C(=O)NCC(O)c2ccccc2)c2c(C)cc(=O)oc2c1 (stereo unspecified),-7%,-5%,1%
Cc1ccc(OCC(=O)N(Cc2ccccc2)C(C)C)c([N+](=O)[O-])n1,0%,?,0%
CCc1ccccc1NC(=O)Nc1cnccn1,-3%,11%,3%
COc1ccccc1C(=O)Nc1cc(C)ccc1NC(=O)c1ccco1,-29%,?,1%[56.1 µM]
O=C(CC1NCCNC1=O)Nc1ccc2c(c1)OCCO2 (stereo unspecified),-8%,1%,0%
O=C(CN1C(=O)C2(OCCCO2)c2ccccc21)NCc1ccccc1,-2%,-2%,3%
CCNC(=O)NC(=O)COC(=O)c1ccccc1SCC(=O)NC(=O)NCC,-10%,15µM*,1%
CCn1c2ccccc2c2cc(CC(N)=O)ccc21,-11%,-5%,0%
COc1cc2c(cc1OC)C(COc1ccc(F)cc1)N(C(=O)Cc1ccccc1)CC2 (stereo unspecified),-6%,?,8%
CC(=O)c1cccc(S(=O)(=O)N2CCC(C(=O)O)(c3ccccc3)CC2)c1,0%,?,.
CCc1ccc(-c2cc(C)no2)cc1S(=O)(=O)Nc1cc(C)on1,-2%,18%,2%
CN(CC(=O)Nc1cccc(F)c1)C(=O)c1ccc2c(=O)n3c(nc2c1)CCC3,-5%,-9%,-1%[0.505 µM]
O=C1c2ccccc2NC(c2ccccc2)N1c1ccc(O)cc1 (stereo unspecified),-5%,?,0%
Cc1ccc(-c2oc3ccccc3c(=O)c2OCC(=O)O)cc1,-4%,-28%,5%
COc1ccc(C(=O)CN2CCN(S(=O)(=O)c3ccc(C(C)C)cc3)CC2)cc1,-7%,?,10%
Cc1nnc(SCC(=O)N(C)c2c(N)n(Cc3ccccc3)c(=O)[nH]c2=O)n1Cc1ccccc1,2%,-4%,6%
CN(C)c1ccc(N2C(=NC(=O)C3CCCO3)SC3CS(=O)(=O)CC32)cc1 (stereo unspecified),-11%,28%,9%
CCC(C)Nc1nc(SC(C(C)=O)C(C)=O)nc(N(C)C)n1 (stereo unspecified),2%,?,2%
COc1ccc2cc3cc(C(=O)NCCN4CCc5ccccc5C4)oc3nc2c1,-25%,?,5%
